TDP43 rescue: inhibitors of TDP-43 toxicity in yeast; TDP-43 expressing yeast growth rescue, BacTiter-Glo, 24 h; Potency, µM (highest dose often 46.1 µM), for the others: top-dose growth rescue (activation), usual class: activators; 1.8% of 410,000 active; AID 652104; note: potency is the fitted concentration of half-maximal effect; % of control where 0% means no effect; nearly all actives have a fitted effect of over 50% in size
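Luminescence from BacTiter-Glo reports growth of TDP-43-expressing yeast after 24 hr at 30 deg C with compound. Cells were raffinose-pregrown to mid-log, then seeded in galactose medium at OD600=0.02.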
pAkt inh: Akt phosphorylation inhibition; Neuro2A IGF-stimulated pAkt S473 HTRF, 20 min; hits give low values; activity change, % for hits at 50 µM; 0.32% of 360,000 active; AID 651550; in the data active = activity change below about -80%; inconclusive = mostly about -51% to -80%; note: % is set by controls: 0 for no effect and ±100 for the full control effect
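Single-point screen (50 µM final compound) in Neuro2A cells stimulated 20 min with 6 nM IGF at 37 deg C. After lysis, Ser473-phosphorylated Akt read by HTRF (ex 330 nm, em 615/665 nm) as the 665/615 ratio.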
FUS yeast rescue: suppressors of FUS proteinopathy in yeast; Potency, µM (top dose mostly 76.6 µM), for inactives: top-dose growth rescue (activation), most hits filed as activators; S. cerevisiae FUS-expressing, growth rescue, OD600, 24 h; AID 1347120; 0.24% of 390,000 active;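 note: potency is the fitted concentration of half-maximal effect; plate controls were DMSO vehicle for no effect and reference control for full effect; nearly all actives have a fitted effect of over 55% in size; some results filed as inactive show a strong effect at the top dose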
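S. cerevisiae expressing FUS from galactose induction served as the toxicity model. Growth after 24hr at 30C, read as absorbance at 600 nm, indicates suppression of toxicity; compounds dosed at several concentrations.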
PTHR1 agonist: activates the human parathyroid hormone receptor PTHR1 | HEK293 GP2 PTHR1 cells, GloSensor cAMP luminescence, 1 h | Potency, µM (doses to about 115 µM), for inactives: at the highest dose activation, actives largely listed as activators | 0.075% of 410,000 active | AID 743266; note: potency is the fitted concentration of half-maximal effect; nearly all actives have a fitted effect of over 55% in size; some results filed as inactive show a strong effect at the top dose; inactives centre near -15; many of its hits are not listed in these tables
Target sequence (Q03431 whole entry, looked up): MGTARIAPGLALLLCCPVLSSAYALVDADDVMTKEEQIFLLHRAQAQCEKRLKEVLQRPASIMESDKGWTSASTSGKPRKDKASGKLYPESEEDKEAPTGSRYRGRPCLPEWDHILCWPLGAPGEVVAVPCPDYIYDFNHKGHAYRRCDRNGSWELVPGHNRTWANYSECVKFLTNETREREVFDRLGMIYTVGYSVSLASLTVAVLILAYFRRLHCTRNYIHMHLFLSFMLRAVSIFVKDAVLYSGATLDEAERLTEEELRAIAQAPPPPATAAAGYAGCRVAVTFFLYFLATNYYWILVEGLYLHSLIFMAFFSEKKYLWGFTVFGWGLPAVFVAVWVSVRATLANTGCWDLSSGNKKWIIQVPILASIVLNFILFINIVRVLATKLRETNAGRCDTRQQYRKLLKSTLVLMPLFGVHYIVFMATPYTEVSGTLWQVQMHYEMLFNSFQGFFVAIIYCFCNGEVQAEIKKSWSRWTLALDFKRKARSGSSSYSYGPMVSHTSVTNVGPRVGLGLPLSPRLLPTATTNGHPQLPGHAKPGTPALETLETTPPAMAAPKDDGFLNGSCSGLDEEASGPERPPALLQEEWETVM
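HEK-293-derived GP2 cells expressing PTHR1 and a GloSensor cAMP reporter, 3,000/well, plated overnight, given luciferin plus IBMX (each 0.5 mM as added) for 1 h at 37 °C, then compound for 1 h at 37 °C. Luminescence was read after 15 min at room temperature.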
GLP1R cytotox: cytotoxicity in counter-screen for GLP-1R inverse agonists; 0.13% of 410,000 active; HEK293 cAMP-luciferase reporter cells, luminescence, 24 h; Potency, µM (doses to about 38.3 µM), without a hit: at the top dose activity change, negative = inhibition, hits mostly inhibitors; AID 624418;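 note: loss of luciferase light is scored as toxicity; potency is the fitted concentration of half-maximal effect; % is set by controls: 0 for no effect and ±100 for the full control effect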
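Seeding density was 200 cells/uL; after overnight-length (12 h) culture, 23 nL compounds went on for 24 h at 37 °C. Readout used a luciferase detection reagent, luminescence taken after 12 min at room temperature.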
Mm-Cpn inhibitor: blocks the Methanococcus maripaludis chaperonin Mm-Cpn | 0.031% of 330,000 active | Potency, µM (highest dose often 76.9 µM), without a hit: at the top dose activity, negative = inhibition, actives largely listed as inhibitors | purified Mm-Cpn ATPase, ADP Transcreener TR-FRET; note: potency is the fitted concentration of half-maximal effect; % is set by controls: 0 for no effect and ±100 for the full control effect; nearly all actives have a fitted effect of over 80% in size
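ATPase turnover read by TR-FRET ADP competition (Eu cryptate antibody/ADP-d2, 665/590 nm): 10uM ATP final, 25nM Mm-CPN final, 30 min 37degC after 10-min compound preincubation, pH 7.4 Tris/KCl/MgCl2/DTT buffer.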
Abeta rescue: A-beta toxicity reversal in yeast; yeast expressing A-beta42, growth rescue, OD600, 48 h; response scale: 0% DMSO, 100% iron-clioquinol control; Potency, µM (titrated, usually from 46.1 µM), inactives show at the top dose growth rescue, usual class: activators; 0.063% of 410,000 active; AID 1347071; note: potency is the fitted concentration of half-maximal effect; nearly all actives have a fitted effect of over 55% in size
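Yeast A-beta toxicity model in growth medium with pinned compounds, 48 h at 30 C; growth read as absorbance at 600 nm. Normalized to FeCl3/clioquinol equimolar mix (positive) and DMSO (negative).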
GLP1R inv ag: acts as inverse agonist at human GLP-1 receptor; Potency, µM (titrated, usually from 38.3 µM), for the others: at the highest dose activity change, negative = inhibition, most hits filed as inhibitors; 1.6% of 410,000 active; HEK293 GLP-1R CRE-luciferase, luminescence, 24 h; GLP-1R form is constitutively active; P43220; AID 624417; note: potency is the fitted concentration of half-maximal effect; % is set by controls: 0 for no effect and ±100 for the full control effect; nearly all actives have a fitted effect of over 55% in size
Target sequence (P43220 whole entry, looked up): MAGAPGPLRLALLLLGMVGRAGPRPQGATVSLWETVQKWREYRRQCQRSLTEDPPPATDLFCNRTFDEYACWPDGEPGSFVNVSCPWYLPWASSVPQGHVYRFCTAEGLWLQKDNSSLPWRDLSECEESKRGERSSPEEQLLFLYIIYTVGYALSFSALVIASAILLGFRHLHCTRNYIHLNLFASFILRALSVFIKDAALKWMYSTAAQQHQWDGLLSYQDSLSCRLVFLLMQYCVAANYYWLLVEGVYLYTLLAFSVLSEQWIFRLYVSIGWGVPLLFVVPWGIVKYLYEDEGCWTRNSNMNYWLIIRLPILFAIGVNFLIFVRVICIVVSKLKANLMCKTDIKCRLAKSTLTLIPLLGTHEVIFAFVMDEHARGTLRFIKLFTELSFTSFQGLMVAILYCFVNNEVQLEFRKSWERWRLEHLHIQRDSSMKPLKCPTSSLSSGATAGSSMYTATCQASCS
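Inverse agonists were sought by their lowering of basal cAMP reporter luciferase output in HEK293 cells stably carrying constitutively active human GLP-1R, after 24 h compound treatment.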
aSyn rescue: inhibitors of alpha-synuclein toxicity in yeast; Potency, µM (top dose mostly 46.1 µM), inactives show at the highest dose growth rescue (activation), hits mostly activators; 0.14% of 370,000 active; Yeast expressing alpha-synuclein, growth rescue, BacTiter-Glo, 24 h; note: potency is the fitted concentration of half-maximal effect; % of control where 0% means no effect; nearly all actives have a fitted effect of over 65% in size
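Rescue of yeast growth: cells expressing toxic alpha-synuclein, induced in galactose at OD600 0.02, incubated with compound 24 h at 30 C. ATP luminescence quantified growth; inhibitors of toxicity appear as activators.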
* hit, by the source's call; i = inactive; u = inconclusive; x = not tested or not shown; [ ] = remark or other dose. Unless noted, calls come from the whole dose curve; as a rule, active = well fitted curve in the direction sought with a large enough effect; inconclusive = small, poorly fitted or top-dose-only effect, or another doubt; inactive = no such curve, though single readings can be large; an effect the other way counts as inactive or inconclusive. The list is partial (hit frequency here may not be typical).

Results follow in this order: TDP43 rescue | pAkt inh | FUS yeast rescue | PTHR1 agonist | GLP1R cytotox | Mm-Cpn inhibitor | Abeta rescue | GLP1R inv ag | aSyn rescue
1. Cc1cc(NC(=O)CSc2nc3c(C)ccc(C)c3cc2C#N)no1
  -23% | i | 4% | i | -6% | -3% | -4% | 1% | 5%
2. CC(=O)N1CCN(c2ccccc2NC(=O)c2cc3ccccc3o2)CC1
  -7% | i | 10% | -27% | 0% | -2% | -17% | 27% | -39%[inhibitor]
3. Cc1ccc(/C=C(\CCC(=O)O)c2nc3ccccc3s2)cc1[N+](=O)[O-]
  -11% | i | x | i | 9% | 1% | 0% | -7% | 1%
4. COc1cccc(NC(=O)CN(C)C(=O)c2ccc(-c3ccccc3Cl)o2)c1
  -4% | i | 36% | -42% | -6% | 1% | 0% | 8.9µM* | 0%
5. CN(C)C=NC(=O)c1cc(C(=O)c2ccc(F)cc2)c[nH]1
  -6% | i | -34% | i | 7% | -1% | -20% | 2% | -8%
6. CCOCCn1c(CN2CCc3ccccc3C2)nc2c1c(=O)n(C)c(=O)n2C
  -6% | i | 18% | -23% | -1% | -5% | 7% | 42%[activator] | 7%
7. CCOCCCNc1ncnc2c1[nH]c1ccccc12
  0% | x | 22% | -19%[57.5 µM] | -14% | -3% | 8% | -6% | 3%
8. COc1ccc(-c2oc(NC(=O)CSc3nncn3C)c(C#N)c2-c2ccc(OC)cc2)cc1
  21% | i | 16% | -32%[inhibitor] | -36% | 4% | 5% | 1.6µM* | -6%
9. Cc1ccccc1NC(=O)/C=C1\SC(=O)NC1=O
  -14% | i | -4% | -13% | -5% | -5% | -3% | -20% | -1%
10. Cc1ccc(NC(=O)CSc2n[nH]c(-c3ccncc3)n2)cc1
  30% | i | -4% | i | -18% | -1% | 16% | 0% | 3%
11. CCOC(=O)C1CCCN(CC(=O)Nc2nccs2)C1 (stereo not given)
  0% | i | -12% | i | 13% | -2% | 2% | 2% | 1%
12. CCOC(=O)c1cnc(SC)nc1Nc1cccc(F)c1
  0% | x | -2% | u | -7% | 1% | 4% | 9% | -2%
13. Cc1c(Cl)cccc1NC(=O)[C@@]1(CC(=O)O)CC(/C=C/c2ccccc2)=NO1
  -21% | i | u | i | -1% | -2% | -6% | 5% | 5%
14. COCCNC(=O)c1cc2sc3ccccc3c2s1
  7% | i | -8% | -21% | -15% | -20% | 0% | -19% | 20%
15. Nc1ccc(C(=O)N/N=C/c2ccc(N3CCOCC3)s2)cc1
  -8% | i | -5% | i | 3% | -12% | -28% | -19% | -24%
16. CC(C)(C)c1ccc(NC(=O)N2CCN(c3ccc([N+](=O)[O-])cn3)CC2)cc1
  0% | i | -4% | -44%[inhibitor] | 10% | 2% | -11% | -27% | 2%
17. CCN(CC)S(=O)(=O)c1cccc(NC(=O)/C=C/c2cccc([N+](=O)[O-])c2)c1
  3% | i | 0% | -26% | -6% | 0% | -19% | u | 1%
18. Cc1cccc(NC(=O)c2cccc3c2C(=O)c2ccccc2-3)c1
  8% | i | x | i | -10% | -4% | 10% | 2% | 3%
19. O=C(CSC1=Nc2ccccc2C2=NC(CC(=O)NC3CCCCC3)C(=O)N12)NCc1ccco1 (stereo not given)
  -12% | i | u | i | -10% | 0% | 10% | 9% | -10%
20. CCOC(=O)c1c(NC(=O)CSc2nnc(-c3ccccc3)n2CC)sc(C(C)=O)c1C
  21% | x | 38% | -15%[57.5 µM] | -16% | -10% | 3% | 13% | 0%
21. CCCCc1nc(C(N)=O)c2[nH]c(=O)n(-c3ccccc3F)c2n1
  20% | i | -8% | i | 1% | 0% | 3% | 0% | 0%
22. Cc1cccc(C)c1NC(=O)CSc1n[nH]c(=O)n1C1CC1
  17% | i | -10% | i | -20% | 1% | 4% | -16% | 3%
23. COCCCNC(=O)CSc1nc2cc3c(cc2c(=O)n1CCCC(=O)NCc1ccc2c(c1)OCO2)OCO3
  12% | x | -8% | -15% | 0% | x | -7% | 16% | x
24. COC(=O)C1CCN(Cc2cc(=O)oc3cc(C)c(Cl)cc23)CC1
  0% | i | -1% | i | 2% | -3% | u | 45% | 0%
25. CC(=O)COc1ccc2c(-c3cccc([N+](=O)[O-])c3)cc(=O)oc2c1
  4% | i | 16% | i | -4% | -12% | -5% | 6% | -4%
26. CCC(CC)c1nnc(NC(=O)Cc2ccccc2[N+](=O)[O-])s1
  -3% | i | -7% | -11% | -2% | -1% | -18% | -29% | -8%
27. Cc1ccccc1NC(=S)N(CCCN1CCOCC1)Cc1ccccn1
  -24% | i | 34% | -21% | -6% | -1% | -25% | -10% | -1%
28. CC(C)CSc1nc(N2CCOCC2)c2c(c1C#N)CC(C)(C)SC2
  15% | i | 15% | i | 24% | -3% | 7% | u | 16%
29. COc1ccc(C)cc1N(C(=O)COc1cccc(F)c1)c1nc2ccccc2s1
  -3% | i | 13% | -14% | 13%[1.53 µM] | -4% | 14% | u | -6%
30. COc1cccc(NC(=O)CN2C(=O)CSc3ccc(S(=O)(=O)N4CCOCC4)cc32)c1
  15% | x | -6% | -2% | -17% | 4% | 21% | -9% | 1%
31. Cc1cc(NC(=O)CSc2nnc(CNC(=O)c3ccccc3)o2)no1
  0% | i | 40% | -15% | -1% | 0% | -19% | 3% | -2%
32. COc1ccc(-c2nn(-c3ccccc3)cc2/C=N/Nc2ccc(Cl)c(C(=O)O)c2)cc1OC
  9% | i | 25% | i | -6% | -2% | 19% | 16% | 0%
33. CCc1ccc(C(C)NC(=O)c2ccncc2)cc1 (stereo not given)
  -4% | i | -9% | -13% | -3% | 2% | 10% | -29% | -5%
34. CC1(CCc2ccccc2)NC(=O)N(CC(=O)Nc2ccc(S(N)(=O)=O)cc2)C1=O (stereo not given)
  4% | i | 9% | i | 3% | 2% | -9% | 12% | -5%
35. COC(=O)C1=C(CSc2nc3c(cc2C#N)CN(C)CC3)OC(N)=C(C#N)C1c1ccccc1F (stereo not given)
  -22% | i | u | i | 43%[activator] | -6% | 11% | 0% | 1%
36. CCOC(=O)CSc1nnc(-c2ccccc2OC)o1
  6% | i | 11% | i | 3% | 0% | 9% | 0% | 0%
37. O=C(Nc1c(Cl)cc(Cl)cc1C(=O)NCCN1CCOCC1)c1ccc(Cl)cc1Cl
  21% | i | 42% | u | 2% | 0% | 7% | -29% | -2%
38. O=C(CNCc1ccccn1)Nc1cc(S(=O)(=O)N2CCCCC2)ccc1Cl
  -7% | i | -1% | i | 0% | 2% | 2% | -27% | 3%
39. COc1ccc(CCNC(=O)NCc2noc3ccccc23)c(OC)c1
  5% | x | 7% | -22% | 4% | x | -7% | 12% | x
40. Cc1ccc(NC(=O)CN(C)C(=O)Cc2ccc(Cl)c(Cl)c2)cc1
  -24% | i | 14% | i | -2% | 0% | -1% | 7.9µM* | 14%

Screen by screen, from the results shown.
Compounds 27 to 31 in Mm-Cpn inhibitor, in turn: -1%, -3%, -4%, 4%, 0%
Compounds 27 to 31 in GLP1R cytotox, in turn: -6%, 24%, 13%[1.53 µM], -17%, -1%

The list goes on.
Results follow in this order: TDP43 rescue | pAkt inh | FUS yeast rescue | PTHR1 agonist | GLP1R cytotox | Mm-Cpn inhibitor | Abeta rescue | GLP1R inv ag | aSyn rescue
41. Cn1cnnc1SCc1nc(N)nc(Nc2ccccc2)n1
  -14% | i | 22% | 3% | 25% | 1% | -7% | 11% | -2%
42. C[C@@H]1COC(=O)[C@H](NC(=O)OCC2c3ccccc3-c3ccccc32)C/C=C\C[C@@H](CC(=O)N[C@H](CO)Cc2ccccc2)C(=O)N1
  -11% | i | u | -52%[inhibitor] | 2% | 0% | -14% | 2% | 1%
43. CC1(C)NC(=O)N(CC(O)CN(c2ccccc2)S(=O)(=O)c2ccccc2)C1=O (stereo not given)
  9% | i | 13% | i | -3% | 1% | 10% | 6% | 3%
44. CO/N=C(\c1ccccc1)c1cccnc1
  16% | i | 7% | -23% | 1% | 2% | 15% | 26% | 6%
45. CCOc1ccccc1NC(=O)c1nnn(CC(=O)Nc2ccc(OC)c(OC)c2)c1N
  22% | x | -3% | i | -5% | x | 5% | -5% | x
46. COc1cc2c(cc1OC)C(C1(O)CCCCC1)NCC2 (stereo not given)
  16% | i | -23% | i | -1% | -4% | -2% | -8% | 3%
47. CC(=O)Nc1c2c(nn1-c1ccc(C)cc1)CSC2
  3% | i | 13% | 16% | 8% | 1% | 6% | -16% | -11%
48. Cc1nnc(NC2CCCCC2)[nH]c1=O
  15% | i | -18% | i | -5% | -1% | 23% | 2% | 4%
49. CN=c1scc(-c2ccc(Br)cc2)n1C
  8% | i | -1% | i | -2% | 1% | 16% | u | -12%
50. CC1(C2CC2)NC(=O)N(CC(=O)N2CCN(c3ccccc3)CC2)C1=O (stereo not given)
  -8% | i | 3% | 10% | 17% | 1% | -4% | 6% | 23%
51. COc1cc(CN2CCC(n3nccc3NC(=O)CCCc3ccccc3)CC2)ccc1O
  -4% | i | -6% | -16% | 4% | 1% | -2% | 11% | 3%
52. CSC1=NC2C(N1)N(C)C(=O)N2C (stereo not given)
  16% | i | -11% | i | -8% | -4% | 17% | 0% | 0%
53. COc1ccc(Cl)cc1NC(=O)CSc1nnc2[nH]c(=O)cc(C)n12
  2% | x | -25% | 9% | 6% | x | -5% | 1% | x
54. CC(C)(O)C#Cc1ccc(C(=O)N2CCN(c3ccccc3)CC2)cc1
  13% | i | -3% | i | 1% | -1% | 4% | u | 0%
55. CCOc1ccc(CN(C)C(=O)CCN2C(=O)c3ccccc3C2=O)cc1OC
  3% | i | 7% | -7% | -12% | 0% | -4% | 13% | 5%
56. CC1(C2CC2)NC(=O)N(CC(=O)Nc2ccccc2C#N)C1=O (stereo not given)
  -20% | i | -29% | i | 5% | 1% | 8% | 0% | -5%
